APOBEC3A inh = APOBEC3A ssDNA deaminase inhibitors, primary screen, selectivity assay for APOBEC3G inhibitor project, biochemical, FAM/TAMRA oligo cleavage fluorescence; recombinant A3A, FAM/TAMRA ssDNA deamination fluorescence; inhibition, % at 20 µM; hit rate 0.41% among 330,000;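 active = at least 40% inhibition at 20 µM here, with at most 30% in a related deaminase screen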;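 note: plate controls were A3A with DMSO for no effect and wells lacking A3A enzyme for full effect; some results filed as inactive read as strong as hits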
mIAP act = activators of mouse IAP, primary screen, biochemical, luminescence, uHTS | intestinal alkaline phosphatase [Mus musculus] | muIAP, CDP-Star luminescence, 30 min; hits give high values; 1 = vehicle-only enzyme signal, 0 = enzyme-free wells | activation factor at 10 µM | hit rate 0.24% among 330,000 | AID 2805, 2010;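 active = activation factor of at least 2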; note: the source names both 10 and 20 µM as test concentration; values of inactives mirror those of a sister screen read the other way
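System: Mouse IAP enzyme | Also added: CDP-Star substrate | Dosing: Compounds dispensed in DMSO | Schedule: 30 min enzyme-substrate-compound incubation at room temperature | Technique: Chemiluminescence readout | Control set: DMSO-only wells and no-enzyme negative control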
ATG4B inhibitor = ATG4B protease inhibitors, primary screen, biochemical, fluorescence, uHTS; hit rate 0.51% among 340,000; ATG4B cleavage of LC3-PLA2, NBD-HPC fluorescence, 1 h; inhibition, % at 8.33 µM; AID 504462, 2011; in the data active = inhibition above about 40%
hIAP act = human IAP activators, primary screen, biochemical, luminescence, uHTS; Intestinal-type alkaline phosphatase (Homo sapiens), P09923; purified human IAP, CDP-Star luminescence, 30 min; hits give high values; 1 = vehicle-only enzyme, 0 = enzyme-free background; activation factor at 10 µM; hit rate 0.16% among 330,000; AID 2524, 2010;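 active = activation factor of the enzyme at least 2-fold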; note: the source names both 10 and 20 µM as test concentration; values of inactives mirror those of a sister screen read the other way
hIAP inh = human IAP inhibitors, primary screen, biochemical, luminescence, uHTS; Intestinal-type alkaline phosphatase (Homo sapiens), P09923; inhibition, % at 10 µM; hit rate 0.12% among 330,000; purified IAP, CDP-Star luminescence, 30 min;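 active = inhibition reaching a set limit with compound at 10 µM in the primary screen, cut at about 35% in these data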;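 note: plate controls were DMSO wells with enzyme for no effect and no-enzyme buffer wells for full effect; values of inactives mirror those of a sister screen read the other way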
PfG6PD inh = PfG6PD enzyme inhibitors, primary screen, biochemical, fluorescence intensity, uHTS; PfGluPho enzyme, NADPH resazurin-diaphorase fluorescence; glucose-6-phosphate dehydrogenase-6-phosphogluconolactonase (Plasmodium falciparum 3D7); hit rate 0.78% among 350,000; inhibition, % at 20 µM;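 active = inhibition reaching at least a set limit at 20 µM in the primary screen, cut at about 59% in these data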;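 note: 0% = DMSO wells with substrate and 100% = DMSO wells lacking glucose-6-phosphate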
mIAP block = inhibitors of mouse IAP, primary screen, biochemical, luminescence, uHTS; purified mouse IAP, CDP-Star luminescence, 30 min; inhibition, % at 10 µM; hit rate 0.2% among 330,000; intestinal alkaline phosphatase [Mus musculus]; AID 2806, 2010;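 active = inhibition of at least 40% at 10 µM in the primary screen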;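 note: plate controls were DMSO with enzyme for no effect and no enzyme wells for full effect; values of inactives mirror those of a sister screen read the other way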
HKDC1 inhibitor = HKDC1 hexokinase inhibitors, primary screen, biochemical, fluorescence, uHTS; inhibition, % at 20 µM; Q2TB90; recombinant HKDC1, G6PDH/diaphorase resazurin coupled fluorescence; hit rate 0.16% among 340,000;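 active = inhibition above about 35% when tested at 20 µM, limit read from the data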;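 note: plate controls were DMSO wells with enzyme for no effect and DMSO wells lacking enzyme for full effect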
Target sequence (Q2TB90 whole entry, looked up): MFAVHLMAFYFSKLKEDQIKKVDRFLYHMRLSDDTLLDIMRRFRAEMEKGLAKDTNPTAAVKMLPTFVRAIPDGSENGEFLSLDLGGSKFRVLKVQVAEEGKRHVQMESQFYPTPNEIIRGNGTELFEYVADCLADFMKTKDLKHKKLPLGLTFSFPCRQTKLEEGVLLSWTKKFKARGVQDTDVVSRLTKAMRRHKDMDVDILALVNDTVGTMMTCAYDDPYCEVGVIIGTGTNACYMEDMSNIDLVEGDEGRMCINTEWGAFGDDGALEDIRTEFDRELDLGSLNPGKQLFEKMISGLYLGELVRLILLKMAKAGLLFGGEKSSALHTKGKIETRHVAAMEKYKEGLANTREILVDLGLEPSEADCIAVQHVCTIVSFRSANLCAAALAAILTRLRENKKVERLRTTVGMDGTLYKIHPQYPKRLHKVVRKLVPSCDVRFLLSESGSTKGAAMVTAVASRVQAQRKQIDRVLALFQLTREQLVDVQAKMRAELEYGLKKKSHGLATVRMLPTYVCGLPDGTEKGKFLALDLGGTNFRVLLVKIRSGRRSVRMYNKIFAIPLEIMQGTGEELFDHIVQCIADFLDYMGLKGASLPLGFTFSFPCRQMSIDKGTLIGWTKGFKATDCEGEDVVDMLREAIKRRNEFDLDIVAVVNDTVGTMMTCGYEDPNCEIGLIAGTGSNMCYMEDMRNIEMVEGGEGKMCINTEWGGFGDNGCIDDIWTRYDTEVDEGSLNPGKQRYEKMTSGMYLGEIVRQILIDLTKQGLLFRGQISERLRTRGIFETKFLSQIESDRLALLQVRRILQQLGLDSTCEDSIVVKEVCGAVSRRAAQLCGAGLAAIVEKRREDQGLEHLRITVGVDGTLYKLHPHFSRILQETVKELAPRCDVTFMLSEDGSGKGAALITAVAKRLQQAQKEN
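Material – in-house recombinant HK5 (HKDC1) enzyme · Quantity – HKDC1 at 5 µg/mL · Buffer or medium – pH 8.0 Tris buffer with 10 mM MgCl2 · Reagent – glucose with 1 mM ATP · Dosing – single 20 µM dose · Times – reaction time 90 min, room temperature, protected from light · Technique – resorufin fluorescence at 613 nm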
Numbers without * were called inactive; · = no result given.

APOBEC3A inh	mIAP act	SMILES	ATG4B inhibitor	hIAP act	hIAP inh	PfG6PD inh	mIAP block	HKDC1 inhibitor
-2	0.97	COc1ccc(OC)c(S(=O)(=O)NCc2cn3c(C)csc3n2)c1	-5	0.97	3	-17	3	-5
0	0.93	O=C1CSC(c2cccnc2)N1Cc1ccc(Cl)cc1 (stereo not given)	5	1	-2	-10	8	-1
-4	0.96	COc1ccccc1CN1C(=O)CN(C2CCCC2)C(=O)C1c1ccc(F)cc1 (stereo not given)	9	1.2	-19	-10	4	-9
1	0.84	Cc1ccc(Sc2nc(-c3ccccc3)nnc2C(F)(F)F)cc1	-5	0.94	6	1	16	-2
-2	1	CCCn1c(SCc2nc3ccccc3s2)n[nH]c1=O	-5	1.1	-10	8	0	2
-1	0.93	Cc1c(C(=O)N2CCN(C3CCS(=O)(=O)C3)CC2)oc2ccc(Cl)cc12 (stereo not given)	-4	0.92	8	-5	7	-6
-5	0.88	Oc1c(C(c2ccco2)N2CCOCC2)sc2ncnn12 (stereo not given)	-8	0.83	17	38	12	-6
-2	0.95	O=C(CN1C(=O)C2CC=CCC2C1=O)Nc1ccc(S(=O)(=O)Nc2nccs2)cc1 (stereo not given)	-4	1.1	-7	-12	5	-4
-2	0.84	CCN(CC)S(=O)(=O)c1cc([N+](=O)[O-])ccc1NNC(=O)Nc1ccccc1OC	-11	0.93	8	55	16	4
-3	1.1	Brc1ccc(Nc2nc(-c3cccnc3)cs2)cc1	-2	0.91	10	48	-13	-1
3	0.91	COc1ccc(CC(=O)N2CCN=C2SCc2cccc([N+](=O)[O-])c2)cc1	2	1	-1	-19	9	-2
-8	0.96	NC(=S)NNC(=O)c1cccc(Br)c1	·	1.4	-45	·	4	·
5	0.97	Cc1cnc(NC(=O)C2COc3ccccc3O2)s1 (stereo not given)	2	0.94	6	4	3	-5
1	0.97	Cc1ccc2oc(=O)n(CC(=O)OC(C)C)c2c1	7	0.96	4	-3	3	-4
-2	1.8	O=C(Nc1ccc(CN2CCCCC2)cc1)Nc1ccc(Br)cc1Cl	1	1.4	-38	0	-81	-6
0	0.97	CC1CCN(CC(C)OC(=O)c2ccco2)CC1 (stereo not given)	-2	1	-1	-11	3	-6
-1	0.97	CCCCCCCC(=O)C(C)C(=O)N(C)[C@H](Cc1ccc(OC)cc1)C(=O)N(C)[C@H](C(N)=O)C(C)C (stereo not given in full)	-4	0.98	2	15	3	-3
-1	1	CCCc1cc(=O)oc2cc(C)cc(OCC(=O)NCc3cccnc3)c12	-7	1.2	-16	9	-1	-2
2	1.1	Cc1cccc(N(C(=O)c2ccc(CN3CCOCC3)o2)C(C(=O)NC2CCCCC2)c2ccc(F)cc2)c1 (stereo not given)	-7	1.7	-73	-16	-7	3
-5	0.98	CSc1ccccc1OCc1cc(C(=O)NCCn2ccnc2C)no1	1	1	-2	1	2	0
-1	0.89	COc1c(S(=O)(=O)N2CCCCC2)ccc2c(S(=O)(=O)N3CCCCC3)cccc12	1	1	0	10	11	-7
-3	0.98	COc1ccc(N2CCN(C(=O)CCSCc3ccccc3F)CC2)cc1	-6	0.94	6	-6	2	0
2	1.1	COC(=O)c1ccccc1NC(=O)N1CCCC1	-3	1	-2	2	-6	-12
0	0.89	Cc1cccc(NS(=O)(=O)c2ccc(C3CCCCC3)cc2)c1	10	0.95	5	13	11	4
-4	1.3	COc1ccccc1CCNC(=O)C1CCN(c2nnc(C)c3c(C)n(-c4ccc(C)cc4)nc23)CC1	2	2.3*	-132	13	-25	7

By substructure: the compounds so far with bromine.
APOBEC3A inh	mIAP act	SMILES	ATG4B inhibitor	hIAP act	hIAP inh	PfG6PD inh	mIAP block	HKDC1 inhibitor
-3	1.1	Brc1ccc(Nc2nc(-c3cccnc3)cs2)cc1	-2	0.91	10	48	-13	-1
-8	0.96	NC(=S)NNC(=O)c1cccc(Br)c1	·	1.4	-45	·	4	·
-2	1.8	O=C(Nc1ccc(CN2CCCCC2)cc1)Nc1ccc(Br)cc1Cl	1	1.4	-38	0	-81	-6

(cont.)
APOBEC3A inh	mIAP act	SMILES	ATG4B inhibitor	hIAP act	hIAP inh	PfG6PD inh	mIAP block	HKDC1 inhibitor
-2	1	Cc1ccc(COc2coc(CN3CCN(C(=O)c4ccco4)CC3)cc2=O)cc1	0	0.82	18	0	-4	0
-2	1	Cc1c(CCC(=O)O)c(=O)oc2cc(O)ccc12	5	1.1	-9	0	-2	-3
-3	0.92	CCCCOc1ccc(-c2nc(-c3cccnc3)no2)cc1	-2	0.98	2	20	8	-1
0	1.3	Cc1ccn(CC(=O)N2N=C(C(F)F)CC2(O)C(F)F)n1 (stereo not given)	7	1.1	-5	-18	-26	0
0	1.1	CC1=C/C(=N\NC(=S)NCc2ccccc2)CC1	12	1.1	-10	-9	-6	-1
2	0.95	CN(C)CCN(C(=O)c1ccc2c(c1)CCCC2)c1nc2c(F)cccc2s1	6	1.1	-10	29	5	15
-1	0.97	Clc1ccccc1CN1CCN(/N=C/C=C/c2ccco2)CC1	-2	0.85	15	40	3	-2
-5	1.1	Cc1ccccc1Cn1nnc(C(=O)Nc2cccc(C)c2C)c1N	22	1.1	-12	3	-6	-2
-4	0.94	CC1CCCCN1C(=O)CSc1nnc2c(n1)[nH]c1ccccc12 (stereo not given)	-5	0.96	4	12	6	3
-2	0.96	Cc1ccc(C(=O)COC(=O)CCC(=O)NC2CCCCC2)cc1[N+](=O)[O-]	-4	1.1	-12	3	4	-12
-1	1	CCC1CN(C(=O)N2CCC(C(=O)NCc3cc(OC)c(OC)c(OC)c3)CC2)c2ccccc2O1 (stereo not given)	-4	1.4	-36	8	-1	-5
-3	1.1	CCOc1cc(/C=N\n2nnnc2N)ccc1O	-7	0.94	6	-5	-8	2
-3	0.97	COc1ccc(/C=C/C(=O)NC(=S)NNC(=O)c2cc(OC)c(OC)c(OC)c2)cc1OC	-19	1.4	-38	-4	3	-27
1	0.98	COc1ccc(C2NC(=O)c3ccccc3N2)cc1OC (stereo not given)	-10	1.1	-10	0	2	-5
3	0.99	COc1ccc(N2CC(C(=O)N3CCC4(CC3)CC(=O)c3ccccc3O4)CC2=O)cc1 (stereo not given)	1	1.3	-27	-5	0	-5
-4	1	O=c1c2[nH]c3ccc(F)cc3c2ncn1Cc1ccncc1	2	0.96	4	1	0	-4
-10	1.3	COc1ccc(C=C(c2nc3ccccc3s2)c2nc3ccccc3s2)cc1O	14	1.4	-42	10	-25	-1
-1	0.94	CCOC(=O)C1=C(c2ccccc2)OC(N)=C(C#N)C1c1cccs1 (stereo not given)	8	0.75	25	-5	6	3
4	1.1	Cc1cc(C(=O)OCC(=O)NCc2cccs2)ccc1[N+](=O)[O-]	-5	1.1	-12	7	-7	-4
-2	0.8	Cc1cc(/C=C2/C(=N)N3C(c4ccccc4)=CSC3=NC2=O)c(C)n1-c1ccccc1	2	0.85	15	-16	20	2
0	0.94	CC1=CC2=NC(=O)/C(=C\c3cc(C)n(-c4ccccc4F)c3C)C(=N)N2O1	5	1.1	-14	-1	6	-9
2	1	Cc1ccc(N2C(=O)Nc3ccccc3C2(O)C(=O)N2CCN(c3ccccn3)CC2)cc1C (stereo not given)	-1	1	-4	-8	-1	0
-5	1	CC(C)CNC(=O)c1ccc(Cl)c(NC(=O)COc2ccccc2)c1	·	0.89	11	·	-1	·
-4	0.98	CCc1cc(SC#N)cc(C)c1NC(=O)CCl	-8	0.93	7	17	2	-8
-2	0.98	Cc1cccc(OCCN2C(=O)C(=O)c3cccc(C)c32)c1	5	1	-4	6	2	-4

Three entries from above, arranged by their value in mIAP act, smallest number first:
SMILES	mIAP act
CC1CCCCN1C(=O)CSc1nnc2c(n1)[nH]c1ccccc12 (stereo not given)	0.94
Cc1ccc(C(=O)COC(=O)CCC(=O)NC2CCCCC2)cc1[N+](=O)[O-]	0.96
COc1ccc(N2CC(C(=O)N3CCC4(CC3)CC(=O)c3ccccc3O4)CC2=O)cc1 (stereo not given)	0.99

(listing goes on)
APOBEC3A inh	mIAP act	SMILES	ATG4B inhibitor	hIAP act	hIAP inh	PfG6PD inh	mIAP block	HKDC1 inhibitor
0	0.91	COc1ccc(/C=N/Nc2ncnc(Cl)c2N)cc1OC	-10	1.1	-11	13	9	15
-3	0.96	COc1ccc(-n2ncc3c(SCC(=O)NNC(C)=O)ncnc32)cc1	2	1.9	-87	-12	4	-11
-3	0.91	CC(C)c1ccc2oc(=O)cc(CN3CCN(Cc4ccccc4)CC3)c2c1	-1	1.1	-6	8	9	-2
-19	1	COC(=O)c1cc(=O)n2c(-c3ccc(OC)cc3)csc2n1	-10	1.2	-18	-21	-3	-9
0	0.9	Cn1c(SCc2ccc(C#N)cc2)nnc1-c1cccc(Cl)c1	2	0.88	12	-2	10	-9
-2	1.1	COc1ccc(C(=O)N2CCC(n3nccc3NC(=O)C3CC3)CC2)c(OC)c1OC	-1	1	-2	-3	-10	-4
78*	1.1	CCN(CC(=O)Nc1ccc(OC)cc1)C(=O)c1cc(-c2cccs2)nn1-c1ccccc1	-13	1.1	-6	7	-8	4
2	1.1	C/C(=N\NC(=O)c1ccc(CN2CCOCC2)cc1)c1cccc([N+](=O)[O-])c1	-7	1.1	-6	-16	-6	-5
-6	0.98	COc1ccc(NC(=O)c2cccc(NC3=NC4CS(=O)(=O)CC4S3)c2)cc1Cl (stereo not given)	-17	1.3	-27	-4	2	-5
-3	0.93	CC(C)CCNC(=O)CCc1nnc2n(CCCOC(C)C)c(=O)c3ccccc3n12	5	0.95	5	-5	7	-6
48*	0.98	COc1ccc(N2CC(C(=O)Nc3nnc(SCC(=O)NC(C)(C)C)s3)CC2=O)cc1 (stereo not given)	-8	1	-1	-15	2	-6
-1	0.98	O=c1ncn(-c2ccccc2F)c2ncccc12	-6	1	-3	-5	2	-5

Screening results as filed in PubChem BioAssay.
